Screening results (PubChem)
GLP1R ag: qHTS of GLP-1 Receptor Agonists. Potency, µM (doses to about 45.6 µM), inactives show top-dose activation, hits mostly activators. AID 624172, 2012. HEK293 GLP-1R CRE-luciferase, luminescence, 4-6 h; cells express a hypersensitive GLP-1R form. 380,000 compounds, 0.007% hits. Glucagon-like peptide 1 receptor (Homo sapiens), P43220; note: potency is the fitted concentration of half-maximal effect; % of control where 0% means no effect
Target sequence (P43220 whole entry, looked up): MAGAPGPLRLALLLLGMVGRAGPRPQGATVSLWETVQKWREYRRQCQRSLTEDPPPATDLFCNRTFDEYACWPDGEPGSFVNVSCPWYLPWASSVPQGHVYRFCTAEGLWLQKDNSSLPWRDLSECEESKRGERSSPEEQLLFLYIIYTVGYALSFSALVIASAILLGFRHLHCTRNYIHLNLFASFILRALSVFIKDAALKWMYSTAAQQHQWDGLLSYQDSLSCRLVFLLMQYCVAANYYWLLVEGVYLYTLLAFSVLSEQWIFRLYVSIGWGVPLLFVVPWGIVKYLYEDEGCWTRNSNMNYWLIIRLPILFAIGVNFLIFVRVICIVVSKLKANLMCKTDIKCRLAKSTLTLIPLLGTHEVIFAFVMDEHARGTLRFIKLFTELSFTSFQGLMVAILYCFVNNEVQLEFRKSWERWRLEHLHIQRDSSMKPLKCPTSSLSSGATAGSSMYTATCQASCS
SW480 rereplic: A quantitative high throughput screen for small molecules that induce DNA re-replication in SW480 colon adenocarcinoma cells. 340,000 compounds, 1.8% hits. Potency, µM (series often up to 46.1 µM), without a hit: top-dose re-replication activation, usual class: activators. AID 624297, 2012. SW480 DNA re-replication, Hoechst DNA content imaging, 48 h; note: potency is the fitted concentration of half-maximal effect; % of control where 0% means no effect; nearly all actives have a fitted effect of over 55% in size
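Image-based read-out: total Hoechst fluorescence of nuclei (405 nm excitation, 500-530 nm emission), with hits raising the fraction of high-intensity nuclei. SW480 colon cells incubated 48 hr with compounds at 37 C.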
KB-3-1 tox: qHTS assay for MDR1-selective chemotherapeutics: Primary screen using the parental adenocarcinoma cell KB-3-1. AID 1347075, 2019. KB-3-1 viability, CellTiter-Glo ATP luminescence, 72 h. Potency, µM (top dose mostly 46.1 µM), without a hit: top-dose activity change, negative = cytotoxic, most hits filed as cytotoxic. 400,000 compounds, 1.4% hits; note: potency is the fitted concentration of half-maximal effect; % is set by controls: 0 for no effect and ±100 for the full control effect; nearly all actives have a fitted effect of over 60% in size
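KB-3-1 cells, DMEM (no phenol red) + 10% FBS; compound by pin transfer, 72 h, 37 °C. Readout: CellTiter-Glo luminescence after 10 min. Data normalized, curve-fitted.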
HT1080NT lethal: qHTS for induction of synthetic lethality in tumor cells producing 2HG: qHTS for the HT-1080-NT fibrosarcoma cell line; AID 686970, 2013; Potency, µM (series often up to 46.1 µM), without a hit: at the top dose activity, negative = less viability, most hits filed as cytotoxic; HT-1080-NT fibrosarcoma viability, CellTiter-Glo ATP luminescence, 48 h; 360,000 compounds, 1.6% hits;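 note: NT is the 2HG producing partner of a matched IDH1 knockdown line; potency is the fitted concentration of half-maximal effect; 0% = DMSO-treated cells and -100% = media-only wells without cells; nearly all actives have a fitted effect of over 55% in size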
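Luminescent CellTiter-Glo readout after 48 hours of compound exposure at 37 degrees C defined viability of HT-1080-NT cells. Activity was normalized to DMSO wells and cell-free media wells; concentration-response curves were fitted and assigned curve classes.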
D3 antag: qHTS of D3 Dopamine Receptor Antagonist: qHTS; D(3) dopamine receptor (Homo sapiens), P35462; D3R cells, DiscoveRx beta-arrestin luminescence, antagonist mode; active compounds read low; max response, negative = inhibition, %; 360,000 compounds, 2.5% hits; AID 652054, 2013; in the data active = max response below about -50%; inconclusive = no clear call, values can overlap the other calls; note: % is set by controls: 0 for no effect and ±100 for the full control effect; mostly tested at two doses, the higher about 12 µM
Target sequence (P35462 whole entry, looked up): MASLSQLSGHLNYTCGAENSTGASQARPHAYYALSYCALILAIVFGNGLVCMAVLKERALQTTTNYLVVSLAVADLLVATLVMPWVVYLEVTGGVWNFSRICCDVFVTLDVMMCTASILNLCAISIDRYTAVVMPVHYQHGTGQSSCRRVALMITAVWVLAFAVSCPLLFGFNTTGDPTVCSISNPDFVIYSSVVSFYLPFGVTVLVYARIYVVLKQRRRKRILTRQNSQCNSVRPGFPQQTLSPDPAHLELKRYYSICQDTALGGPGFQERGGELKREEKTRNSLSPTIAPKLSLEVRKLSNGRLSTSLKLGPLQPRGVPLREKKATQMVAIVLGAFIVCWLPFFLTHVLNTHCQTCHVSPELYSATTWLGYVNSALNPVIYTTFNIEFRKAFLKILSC
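Cells plated overnight at 1500 cells/well, then exposed to library compounds with dopamine controls for 90 minutes at 37 degrees C. DiscoveRx reagent added for 30–60 minutes at room temperature; luminescence read, quantitative HTS format.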
HT1080 IDH1KD tx: qHTS for induction of synthetic lethality in tumor cells producing 2HG: qHTS for the HT-1080-IDH1KD cell line | AID 686971, 2013 | Potency, µM (top dose mostly 46.1 µM), without a hit: at the top dose activity, negative = toxicity, usual class: cytotoxic | HT-1080 IDH1 knockdown viability, ATP luminescence, 48 h | 360,000 compounds, 2% hits;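 note: potency is the fitted concentration of half-maximal effect; 0% = DMSO wells and -100% = cell-free medium wells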
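Assay cells: HT-1080 with IDH1 knockdown, 750 per well, RPMI/5% FBS. Exposure: 48 h at 37 °C following 2 h pre-incubation. Read: CellTiter-Glo luminescence; fitted concentration-response, curve class assigned.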
KB-V1 cytotox: qHTS assay for MDR1-selective chemotherapeutics: Primary screen using the drug-selected MDR subline cells KB-V1 | KB-V1 MDR cells viability, CellTiter-Glo, 72 h | Potency, µM (titrated, usually from 46.1 µM), inactives show at the highest dose activity change, negative = cytotoxicity, most hits filed as cytotoxic | 400,000 compounds, 3.4% hits | AID 1347076, 2019; note: potency is the fitted concentration of half-maximal effect; % is set by controls: 0 for no effect and ±100 for the full control effect; nearly all actives have a fitted effect of over 60% in size
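In this primary screen, KB-V1 cells overexpressing P-gp are incubated with library compounds (lowest to highest concentration) for 72 h at 37 degrees C before a luminescent ATP viability read.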
IL-1B inflam inh: qHTS for Inhibitors of Inflammasome Signaling: IL-1-beta AlphaLISA Primary Screen | THP-1 LPS/ATP IL-1B secretion, AlphaLISA, 16 h; active compounds read low | activity change, % at 57.5 µM | 360,000 compounds, 4.7% hits | AID 743279, 2014; in the data active = activity change below about -50%; inconclusive = mostly about -30% to -49%; note: % is set by controls: 0 for no effect and ±100 for the full control effect
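THP-1 cells pretreated 1 hr with compounds (up to 57.5 uM final), then stimulated with LPS (250 ng/mL final) plus ATP (1.25 mM final); secreted IL-1B measured by AlphaLISA after 16 hr, decreased signal indicating inhibition.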
D3 ag: qHTS of D3 Dopamine Receptor Agonist: qHTS | D(3) dopamine receptor (Homo sapiens), P35462 | D3R DiscoveRx beta-arrestin cells, luminescence, 90 min | max activation, % | 410,000 compounds, 0.58% hits; in the data active = max activation above about 30%; note: 0% is about no effect; mostly tested at two doses, the higher about 12 µM
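Cells at 1500/well, incubated overnight, then treated with pinned compounds (dopamine as control) for 90 min at 37 degrees C. DiscoveRx reagent added for 30 - 60 minutes at room temperature; luminescence read.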
Starred values were filed as active, the others as inactive; ? = inconclusive; . = not tested or not shown; & = joins results of further samples; [ ] = dose if it differs, or a comment. Unless noted, calls come from the whole dose curve; as a rule, active = well fitted curve in the direction sought with a large enough effect; inconclusive = small, poorly fitted or top-dose-only effect, or another doubt; inactive = no such curve, though single readings can be large; an effect the other way counts as inactive or inconclusive.

structure	GLP1R ag	SW480 rereplic	KB-3-1 tox	HT1080NT lethal	D3 antag	HT1080 IDH1KD tx	KB-V1 cytotox	IL-1B inflam inh	D3 ag
O=C(CCCOc1cccc(Br)c1)NCCOc1ccccc1	1%	-2%	-4%	-9%	-1	-4%	0%	-7	-3
CCOC(=O)[C@]12CCCC=C1N(Cc1ccc3c(c1)OCO3)C(=O)[C@H](CC(=O)NCCCN1CCCC1=O)C2	-2%	.	5%	7%	3	0%	-23%	-16	2
CSc1ccccc1NC(=O)c1ccc([N+](=O)[O-])cc1	6%	-9%	-8%	0%	11	7%	0%	4	5
O=C1C2C3C=CC(C4CC34)C2C(=O)N1/N=C/c1cccs1 (stereo not given)	0%	7%	-1%	14%	-9	15%	15%	13	2
Cc1ccc(S(=O)(=O)NCc2ccccc2)cc1	3%	?	?	-4%	10	-2%	?	0	9
COc1ccc(OC)c(C(c2nnnn2CCc2ccccc2)N2CCN(c3ccccc3)CC2)c1 (stereo not given)	-4%	-2%[9.22 µM]	6%	1%	-7	3%	-7%	-85*	-5
O=S(=O)(c1cccs1)N1CCN(CC(O)COc2cc(Cl)ccc2Cl)CC1 (stereo not given)	1%	10%	?	-25%	14	?	8.2µM*	-16	-2
Cc1cc(C)n(-c2ccc(C(=O)NCc3cccs3)cc2)n1	0%	-4%	-1%	7%	-14	21%	-19%	?	-2
Nc1cccnc1-n1nc(C(F)(F)F)cc1C(F)(F)F	0%	-8%	2%	-4%	15	0%	7%	16	4
Cc1nc2sc3c(c2c(=O)n1/N=C/c1cccnc1)CCCC3	7%	-2%	16%	0%	8	1%	-7%	37	3
CCCC(c1nnnn1C1CCCCC1)N1CCN(C2CCCC2)CC1 (stereo not given)	-6%	-3%	-12%	0%	-10	4%	21%	-7	-2
CN=C1C([N+](=O)[O-])=CC=C2C1=NC1(CCCCC1)N2O	-1%	3%	4%	3%	5	5%	2%	2	-5
CC(C(=O)NC1CCCC1)n1c(C2CC2)nc2ccccc21 (stereo not given)	.	.	6%	25%	-9	23%	?	9	-6
O=C(COC(=O)c1cc(F)c(F)cc1Cl)NC1CCCCCC1	-3%	.	1%	-3%	?	-1%	12%	-18	-4
CCOC(=O)N1CCC(NC(=O)CC(NS(=O)(=O)c2ccc(Cl)cc2)c2ccco2)CC1 (stereo not given)	-5%	-6%	3%	7%	-1	14%	26%	5	3
COc1cccc(NC(=O)CN(C)C(=O)c2cc(-c3ccco3)nc3ccccc23)c1	17%	-466%[inhibitor]	-5%	-20%	19	-4%	-22%	-6	6
CCN1CCN(c2nc(-c3cccs3)nc3ccccc23)CC1	16%	-2%	7%	-5%	-6	0%	?	?	-10
O=C(NCc1ccc(F)cc1)C1CCC(CNS(=O)(=O)c2cccs2)CC1 (stereo not given)	6%	-10%	-8%	-13%	-1	-1%	?	4	-6
O=C1CC(NC(=O)c2ccc(Cl)cc2)C(=O)N1 (stereo not given)	-1%	-3%	16%	8%	0	10%	19%	0	3
O=C(Cn1nnc(-c2ccccc2Cl)n1)N1CCN(S(=O)(=O)c2ccc(Cl)cc2)CC1	-6%	-2%	-1%	-1%	-26	-4%	-15%	10	-2
COc1ccc(-c2nc(-c3ccccn3)ncc2S(C)(=O)=O)cc1	5%	-3%	?	23%	-13	22%	-30%	-13	-3
CN(C)C(=O)c1ccc(Oc2ccc(C(=O)N(C)C)cc2)cc1	-3%	-11%	-17%	1%	11	12%	8%	0	0
CCN(CC)CCCNC(=O)Cn1ccc2ccccc2c1=O	-6%	-1%	6%	15%	-7	7%	7%	0	7
CC(=O)Nc1ccc(S(=O)(=O)N(C)CC(=O)NNc2c(F)c(F)cc(F)c2F)cc1	6%	-4%	12%	1%	-16	5%	2%	10	2
CC(=O)CC(=O)NC1C2CC3CC(C2)CC1C3 (stereo not given)	-6%	-12%	4%	10%	1	10%	22%	-1	3
O=c1[nH]c(SCc2ccccc2)nc2[nH]ncc12	0%	-1%	-3%	-13%	13	-25%	2%	-3	7
CCN1CCN(CCCNC(=O)c2ccc(CS(=O)c3ccc(Br)cc3)o2)CC1 (stereo not given)	-4%	14%	6%	15%	11	15%	13%	-11	-5
CCC(OC(=O)c1ccco1)C(=O)NCc1ccc2c(c1)OCO2 (stereo not given)	6%	-1%	-13%	0%	-5	-3%	?	-6	-14
CCOC(=O)C1CCN(C(=O)CN2C(=O)C(CC)Oc3ccccc32)CC1 (stereo not given)	-1%	?	-3%	-23%	8	8%[9.24 µM]	-27%	-11	6
O=C(N/N=C/c1c(O)n(-c2ccc(Cl)cn2)c(=O)c2ccccc12)c1ccncc1	3%	-5%	0%	2%	9	-6%	-5%	6	2

More results:
structure	GLP1R ag	SW480 rereplic	KB-3-1 tox	HT1080NT lethal	D3 antag	HT1080 IDH1KD tx	KB-V1 cytotox	IL-1B inflam inh	D3 ag
CCc1ccccc1-n1c(N)c(C(=O)OC)c2nc3ccccc3nc21	13%	.	-2%	.	.	.	13%	.	4
COc1cc(CCN=Cc2ccccc2O)c([N+](=O)[O-])cc1OC	10%	.	0%	20%	2	21%	-1%	13	-2
O=C(COc1ccc2ccccc2c1)Nc1ccc(S(=O)(=O)N2CCCCCC2)cc1	-6%	-5%[9.22 µM]	2%	-29%	23	?	-13%	30	5
Cc1c(Cl)cnc(NC(=O)COC(=O)CCS(=O)(=O)c2ccccc2)c1Cl	0%	-2%	2%	5%	-4	6%	14%	20	-1
CC(C)C(NC(=O)CCN1C(=O)c2ccccc2C1=O)c1ccccc1 (stereo not given)	0%	-5%	3%	-4%	12	24%	2%	-3	1
O=C(CCCc1nc2ccccc2s1)Nc1ccccc1	-3%	-10%[1.84 µM]	12%	4%	0	-18%	-3%	95	7
CCOC(=O)CN1C(=O)N[C@@H](c2ccc(Br)cc2)C(C(=O)OC)=C1C	0%	-19%	-1%	-3%	12	-4%	-3%	-2	6
CC1(Cc2ccc3c(c2)OCO3)C(=O)Nc2c(Cl)ccc(Cl)c21 (stereo not given)	7%	.	0%	-1%	0	?	6%	38	-2
CCn1cc(C(=O)N2CCc3ccccc32)c(=O)c2cc(S(=O)(=O)N3CC(C)CC(C)C3)ccc21 (stereo not given)	-14%	4%&24%	23%	-3%	0	15%	-26%	-9	2
Cn1cc(Br)c(NS(=O)(=O)c2ccc(Cl)s2)n1	0%	-3%	1%	6%	-16	9%	16%	-11	-3
CCOc1ccc(/C=C/C(=O)c2ccccc2)cc1OC	8%	?	15%	-7%	12	0%	-25%	-103*	4
FC(F)(Cl)c1nnc2ccc(Sc3ccccn3)nn12	-4%	-3%	4%	0%	25	4%	1%	2	-6
COc1cccc(C(=O)O/N=C(\N)c2ccc(C)cc2)c1	-7%	8%	-3%	5%	13	2%	-5%	5	3
Cc1c(C=NNc2ccccc2)[nH]c(=O)[nH]c1=O	2%	-11%	-5%	-2%	6	18%	?	12	-15
COc1ccccc1/C=C1\SC(=S)N(C(C(=O)O)c2ccccc2)C1=O (stereo not given)	-4%	13%	7%	2%	1	9%	7%	10	1
COC(=O)c1cc2occc2n1Cc1nc(-c2ccccc2C)oc1C	4%	3%	1%&2%	0%	0	10%	17%&1%	-3	3&1
Cc1occc1-c1nnc(-c2cc([N+](=O)[O-])cc([N+](=O)[O-])c2)o1	12%	13µM*	-5%	-8%	4	0%	0%	17	17
COc1ccc(-c2cc(C(=O)Nc3ccccc3SC)no2)cc1	-11%	-8%	2%	10%	-14	14%	15%	-1	2
O=C(Nc1ccccc1)C1C(c2ccccc2)C1(Cl)Cl (stereo not given)	-1%	-2%	1%	?	-18	-19%	-13%	-14	-2
Cc1ccccc1Cn1ccc(NC(=O)CCSc2nc(-c3ccco3)cc(C(F)(F)F)n2)n1	-18%	0%	13%	-3%	-10	-10%	23%	1	7
COC(=O)Nc1ccc(S(=O)(=O)NNC(=O)c2c(O)c3ccccc3n(C)c2=O)cc1	-2%	-1%	0%	-2%	17	0%	16%	62	6
Cc1nn(C)cc1CNC(=O)c1cc2n(n1)C(C(F)(F)F)CC(c1cccs1)N2 (stereo not given)	6%	-13%	-20%	5%	4	-6%	?	-7	7
CCOC(=O)c1sc(NC(=O)CCN2CCOCC2)c(C(=O)OCC)c1C	-1%	-1%	6%	-1%	11	2%	5%	0	4
O=C(NN1C(=O)c2ccccc2NC1c1ccco1)c1ccccc1 (stereo not given)	7%	-5%	-3%	17%	-9	?	-2%	0	-5

A stretch of the results above:
structure	GLP1R ag	SW480 rereplic	KB-3-1 tox	HT1080NT lethal	D3 antag	HT1080 IDH1KD tx	KB-V1 cytotox	IL-1B inflam inh	D3 ag
COc1cccc(C(=O)O/N=C(\N)c2ccc(C)cc2)c1	-7%	8%	-3%	5%	13	2%	-5%	5	3
Cc1c(C=NNc2ccccc2)[nH]c(=O)[nH]c1=O	2%	-11%	-5%	-2%	6	18%	?	12	-15
COc1ccccc1/C=C1\SC(=S)N(C(C(=O)O)c2ccccc2)C1=O (stereo not given)	-4%	13%	7%	2%	1	9%	7%	10	1
